CAL PDZ FP-1: blocks peptide binding to the human CAL PDZ domain. purified CAL PDZ, TMR-peptide fluorescence polarization, 1 h. inhibition, % at 24.9 µM. 300,000 compounds, 0.92% hits. AID 602252;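 active = mean inhibition of at least 30% with at least half of replicates also reaching 30%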;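 also: 0% = DMSO neutral control and 100% = excess unlabeled competitor peptide PRC23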
CAL PDZ FP-2: human CAL PDZ-peptide interaction inhibition | inhibition, % at 20 µM | Q9HD26 | purified CAL PDZ, TMR-peptide fluorescence polarization, 1 h | AID 504414 | 330,000 compounds, 0.02% hits;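 active = highest replicate inhibition of at least 40%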;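 also: plate controls were DMSO neutral control wells for no effect and unlabeled competitor peptide control wells for full effect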
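System: purified tagged CAL PDZ domain construct (CerCALP). Schedule: 1 h incubation at room temperature before polarization reading. Medium: 25 mM sodium phosphate pH 7.4, 150 mM NaCl, TCEP, IgG, Thesit. Read-out: percent inhibition from loss of millipolarization. Measured by: FP readout, S and P plane fluorescence. Probe or stimulus: fluorescent TMR peptide probe.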
Rtt109 HAT inh: blocks Candida albicans Rtt109/Vps75 acetyltransferase activity; purified Rtt109/Vps75, ThioGlo CoA-SH fluorescence, 4 h; inhibition, % at 34.9 µM; 330,000 compounds, 0.16% hits;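 active = inhibition of at least 50% in every replicate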
Target sequence (Q5AAJ8 whole entry, looked up): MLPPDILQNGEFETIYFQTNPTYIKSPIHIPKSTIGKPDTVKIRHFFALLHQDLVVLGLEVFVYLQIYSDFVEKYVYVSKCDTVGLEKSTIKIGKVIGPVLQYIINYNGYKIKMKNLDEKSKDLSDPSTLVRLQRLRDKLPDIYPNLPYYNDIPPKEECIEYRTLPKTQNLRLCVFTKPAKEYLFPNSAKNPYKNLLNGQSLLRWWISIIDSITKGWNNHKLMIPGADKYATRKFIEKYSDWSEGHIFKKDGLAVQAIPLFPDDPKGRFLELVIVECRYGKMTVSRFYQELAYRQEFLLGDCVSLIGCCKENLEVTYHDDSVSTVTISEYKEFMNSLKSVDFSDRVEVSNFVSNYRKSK
RTF Ca sens inh: cardiac RTF calcium desensitization; P19429+P45379; inhibition, % at 7.15 µM; IANBD-labeled cardiac RTF, Ca2+ fluorescence; AID 493244; 340,000 compounds, 0.12% hits;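 active = inhibition above the mean inhibition of all tested compounds plus 3 SD, cut at about 17% in these data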;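 also: assay run at fixed EC70 calcium of 1.6 mM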
Keap1 Nrf2 FP: Keap1-Nrf2 (human) interaction inhibition; Q14145; Keap1 Kelch-Nrf2 peptide fluorescence polarization, 1536-well; inhibition, % at 9.4 µM; 340,000 compounds, 0.15% hits; AID 504523; in the data active = inhibition above about 12%;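 also: human Keap1 Kelch domain with fluorescein labeled Nrf2 9mer peptide probe; 0% = neutral control wells and 100% = peptide positive control; higher means more block of Keap1 binding to Nrf2 peptide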
RTF Ca sens act: increases calcium sensitivity of human cardiac regulated thin filaments | activation, % at 7.2 µM | AID 493008 | IANBD-labeled TnC RTF fluorescence at EC20 calcium; 0% EC20 calcium, 100% full calcium | P19429+P45379 | 340,000 compounds, 0.24% hits;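 active = activation above the mean over all tested compounds plus 3 SD, cut at about 30% in these data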;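 also: rise in fluorescence read as greater calcium sensitivity of cardiac thin filaments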
SR-BI DiI-HDL act: enhances SR-BI lipid uptake from DiI-HDL; 320,000 compounds, 0.096% hits; AID 504775; activation, % at 12.5 µM; CHO ldlA[mSR-BI] cells, DiI-HDL uptake fluorescence, 3 h; 100 = double the neutral-control signal;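 active = mean replicate activation of at least 60% and every replicate at or above 60%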;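 also: 0% = median plate neutral-control signal and 100% = twice that signal; values of inactives mirror those of a sister screen read the other way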
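material = CHO ldlA[mSR-BI] cells | medium = Ham's F12 with 0.5% BSA, HEPES 25 mM, pH 7.4 | reagent = fluorescent DiI-HDL, 10 µg/mL final | compound dosing = single-point compound dose | incubation = 3 h, 37 °C | measured by = bottom-read fluorescence, 550/595 nm | measure = HDL uptake via cellular fluorescence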
PKA-R2B activ: activators of human PKA-R2B complex | activation, % at 11.4 µM | PKA-R2B holoenzyme dissociation, Cy5-IP20 fluorescence polarization; R2B truncated from residue 108, S112A mutant; 0% DMSO only, 100% 113 µM cGMP | 340,000 compounds, 0.079% hits | P22694+P31323;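 active = activation above a cutoff set at the mean over all compounds plus 3 SD, cut at about 18% in these data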;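 also: higher means more holoenzyme dissociation and a rise in polarization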
Target sequence (P31323 whole entry, looked up, other chains not shown, the tested form may be a part): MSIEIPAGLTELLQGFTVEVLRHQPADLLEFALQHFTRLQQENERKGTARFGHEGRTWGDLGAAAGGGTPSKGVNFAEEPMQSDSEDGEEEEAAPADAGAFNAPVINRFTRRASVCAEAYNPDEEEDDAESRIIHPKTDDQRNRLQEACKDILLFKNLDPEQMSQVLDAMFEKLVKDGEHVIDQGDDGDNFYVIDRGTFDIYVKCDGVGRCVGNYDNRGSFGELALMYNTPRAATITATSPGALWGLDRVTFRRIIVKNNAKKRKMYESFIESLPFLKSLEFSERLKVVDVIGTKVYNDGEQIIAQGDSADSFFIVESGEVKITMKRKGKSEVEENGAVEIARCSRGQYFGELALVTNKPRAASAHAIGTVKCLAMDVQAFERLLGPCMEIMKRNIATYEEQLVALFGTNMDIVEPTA
DAGLB inhibitor: diacylglycerol lipase beta (human) inhibition; 340,000 compounds, 0.059% hits; AID 504411; inhibition, % at 5.17 µM; HEK293T DAGLB membrane lysate, EnzChek fluorogenic substrate; Q8NCG7; in the data active = inhibition above about 34%;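 also: 0% = enzyme with vehicle and 100% = wells lacking enzyme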
LANA DNA inh: blocks KSHV LANA C-terminal domain binding to DNA | MBP-C-LANA/FAM-LBS DNA binding, fluorescence polarization | inhibition, % at 9 µM | 340,000 compounds, 0.078% hits | AID 504423;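 active = highest replicate inhibition at or above 60% at 9 µM, even if other replicates fall short; inactive = all replicates below 60% inhibition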;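 also: 0% = neutral control wells and 100% = 4 µM acridine orange control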
Starred values were filed as active, the others as inactive; . = no result given.

Each structure is followed by: Keap1 Nrf2 FP	PKA-R2B activ	CAL PDZ FP-2	LANA DNA inh	CAL PDZ FP-1	DAGLB inhibitor	Rtt109 HAT inh	RTF Ca sens act	SR-BI DiI-HDL act	RTF Ca sens inh
[1] Cc1noc(C)c1COC(=O)CCc1ccc(S(=O)(=O)N2CCCCC2)cc1
  -3.1	-5.9	-1.1	-1.6	-4.4	0.2	0.1	-3.6	17.4	-2.0
[2] COC(=O)[C@@H]1C[C@@]2(O)[C@@H](O)[C@@H](O)[C@@H](O)C[C@H]2N1Cc1ccc(C)s1
  -1.5	-11.6	0.8	1.9	-0.6	-3.0	-4.5	-0.5	22.5	0.6
[3] CCN(C(=O)COC(=O)c1ccc(-n2c(C)ccc2C)cc1)c1c(N)n(Cc2ccccc2)c(=O)[nH]c1=O
  -0.2	-11.3	-0.6	-0.4	-2.8	-4.0	0.7	-5.5	-25.0	-6.7
[4] CN(C)C(CNC(=O)NC1CCCCC1)c1cccnc1 (centres undefined)
  -6.3	1.1	-1.4	0.5	-0.2	2.5	-2.3	-2.7	-5.7	-0.5
[5] Cc1ccccc1NC(=O)C1CCCN(S(=O)(=O)c2cccc3cccnc23)C1 (centres undefined)
  -6.2	8.0	-2.6	-2.7	-0.2	-3.0	1.6	4.2	-1.6	-9.3
[6] Cc1ccccc1-n1c(-c2ccc(=O)[nH]n2)n[nH]c1=S
  -7.5	2.4	-0.6	-0.9	-4.2	1.1	1.8	4.5	4.8	-1.8
[7] Cc1[nH]c2ccccc2c1/C=N/NC(=O)c1cccc(Br)c1
  -8.7	-6.5	0.7	0.5	-0.7	1.6	10.6	6.7	-11.1	-17.2
[8] Cc1ccc(S(=O)(=O)N(C)C)cc1NC(=O)COC(=O)c1ccc2c(c1)NC(=O)CS2
  -1.4	2.1	-3.5	0.0	-1.6	0.7	-3.8	-1.8	.	-16.7
[9] O=C(NCc1ccccc1)c1cccc(F)c1F
  -3.9	-3.5	-3.4	0.0	-2.2	-2.9	-2.8	1.5	21.5	-4.9
[10] Cc1nc(NC(=O)CSc2nnc3ccccn23)c(Cl)cc1Cl
  -2.3	2.8	0.6	-0.6	-2.0	0.1	-4.0	-1.2	15.8	-6.1
[11] c1cc[n+](CCC[n+]2ccccc2)cc1
  -3.2	-0.3	0.3	-0.4	-7.1	2.6	3.6	-5.0	-1.2	2.2
[12] Cc1cccc(NC(=O)c2ccc(C)c(S(=O)(=O)N3CCCCC3)c2)n1
  4.4	-3.0	-2.5	-0.9	-5.1	-4.0	0.2	-2.8	-38.8	-5.9
[13] COc1ccc(-c2csc(/C(C#N)=C/Nc3ccc4c(c3)OCCO4)n2)cc1
  -4.7	-3.4	-2.8	0.3	.	0.1	.	-2.1	-50.5	-4.9
[14] COc1ccc(C2Nc3ccccc3C(=O)N2c2ccc(F)cc2)cc1Cn1nnc2ccccc21 (centres undefined)
  -2.9	-10.0	-0.6	-0.9	3.8	1.0	4.5	-4.6	-0.5	-4.1
[15] O=C(CCCc1cccs1)Nc1ccc2c(c1)OCO2
  -2.3	-1.7	-4.5	4.9	3.6	0.5	2.3	0.0	3.5	-9.6
[16] CCNC(=S)NNC(=O)c1cc(-c2ccc(OC)cc2)nc2ccccc12
  2.1	4.6	0.1	-0.4	-6.1	3.5	2.8	-1.4	.	-2.7
[17] CC(=O)Nc1cccc(-c2nc3ccc(NC(C)=O)cc3s2)c1
  -1.8	-3.8	-6.9	0.3	-5.2	-0.8	8.7	1.4	-39.4	4.1
[18] CCN(CCCNC(=O)COc1cc(=O)n(CC)c2ccccc12)Cc1ccccc1
  -3.6	-4.5	0.3	-1.8	4.0	-0.3	0.5	3.6	16.7	-10.1
[19] CCN(CC)C(=O)Cn1cc(C(=O)C(=O)NCc2ccco2)c2ccccc21
  0.4	-3.2	-1.4	1.7	-3.1	-0.2	4.1	1.6	-1.1	3.3
[20] CCc1cccc2sc(N3CCN(C(=O)c4ccc([N+](=O)[O-])o4)CC3)nc12
  -0.7	2.2	-2.2	1.5	-1.9	-4.5	8.6	-14.1	-42.0	-2.2

Look-ups from the list.
Reading of COc1ccc(C2Nc3ccccc3C(=O)N2c2ccc(F)cc2)cc1Cn1nnc2ccccc21 (centres undefined) under LANA DNA inh: -0.9
Reading of c1cc[n+](CCC[n+]2ccccc2)cc1 under LANA DNA inh: -0.4

(cont.)
Each structure is followed by: Keap1 Nrf2 FP	PKA-R2B activ	CAL PDZ FP-2	LANA DNA inh	CAL PDZ FP-1	DAGLB inhibitor	Rtt109 HAT inh	RTF Ca sens act	SR-BI DiI-HDL act	RTF Ca sens inh
[21] CCOc1ccc(/C=C(/C#N)c2nnc(N3CCOCC3)n2-c2ccccc2)cc1OC
  2.5	-2.1	0.1	-2.0	-0.9	-1.1	-2.6	-4.5	9.1	1.8
[22] Cc1ccc(C)c(NCC(=O)c2ccc(Cl)cc2)c1
  0.8	-2.8	-0.7	-0.1	3.2	-2.6	4.3	-3.0	-28.6	-7.4
[23] CC(=O)Nc1ccc(S(=O)(=O)c2cc(O)ccc2O)cc1
  -2.1	-3.6	0.1	0.9	.	-2.3	15.5	2.4	20.2	-1.2
[24] CCCc1cc(=O)oc2cc(C)c(CN3CCCC3)c(O)c12
  -8.0	-5.3	-0.3	1.4	-7.2	16.6	1.9	-6.5	8.0	1.8
[25] CCCC(=O)OCC(=O)Nc1cc(C(C)(C)C)nn1-c1ccccc1
  0.9	-8.8	.	-1.4	-4.7	-4.0	2.7	2.8	29.1	0.4
[26] COc1cc(/C=N/NC(=O)c2ccc(NS(=O)(=O)c3cccs3)cc2)cc(OC)c1O
  -2.9	-8.7	-1.7	-0.3	-2.5	-4.9	-2.2	5.0	-4.5	-2.1
[27] NS(=O)(=O)c1ccc(NC(=O)c2cc(-c3cc(Cl)ccc3O)n[nH]2)cc1
  1.3	2.1	-4.5	2.3	-7.0	-1.4	-5.5	-2.4	-42.4	-9.1
[28] COc1cccc(OC)c1C(=O)N1CCN(S(=O)(=O)c2ccccc2)CC1
  6.1	5.2	0.6	0.7	-6.3	0.3	-1.8	-9.1	-12.1	-4.2
[29] CCOC(=O)C(=CNc1cc(C)ccc1[N+](=O)[O-])C(=O)OCC
  -2.3	-1.7	0.7	-0.3	-1.3	-2.4	-4.4	4.6	-14.3	-6.2
[30] COc1ccc(NC2CCCN(C(=O)CSc3ccccc3)C2)cc1OC (centres undefined)
  -2.3	-3.0	-1.5	-0.5	-0.8	0.0	-5.0	-4.6	-4.0	0.5
[31] Cn1c(-c2cc3c(C(F)(F)F)nn(C)c3s2)n[nH]c1=S
  -3.2	5.7	.	0.0	-2.3	-0.3	-5.5	0.1	-1.5	-0.1
[32] CCOc1ccccc1C(=O)N[C@H](C(=O)OCc1csc(CC(=O)Nc2ccc(C)cc2)n1)C(C)C
  -0.8	-2.6	-0.6	1.4	-2.8	-7.3	1.6	8.5	-41.7	-3.1
[33] O=C(NCC1COc2ccccc2O1)c1ccc(Br)s1 (centres undefined)
  1.4	-8.3	0.8	-0.2	0.6	-6.3	7.2	3.3	-1.1	-7.5
[34] Cc1ccc(C)c(S(=O)(=O)N2CCCOC2CNC(=O)C(=O)NCc2ccco2)c1 (centres undefined)
  -0.8	-5.2	0.4	-0.9	-2.8	1.9	8.0	-2.5	-23.9	-11.6
[35] Cc1cccc(C)c1NC(=O)C(NC(=O)c1ccccn1)c1ccccc1[N+](=O)[O-] (centres undefined)
  -4.2	1.9	-0.9	1.2	1.7	1.1	3.3	-3.3	8.7	-4.5
[36] CS(=O)(=O)N(CC(=O)N1CCN(c2ccccc2F)CC1)c1cc(C(F)(F)F)ccc1Cl
  0.8	-8.9	-0.7	0.2	-1.0	-0.8	-6.7	-3.0	-3.1	1.4
[37] Cc1ccc(NN2C(=O)C=C(c3ccc(Cl)cc3)C2=O)cc1
  -3.2	10.4	0.5	0.7	-3.0	-2.9	-9.0	-6.2	-5.7	-2.3
[38] COC1=C(Nc2ccccc2)C(=O)c2ccccc2C1=O
  -1.9	-1.1	0.9	-0.7	0.2	12.5	9.8	2.8	-6.4	-6.2
[39] Nc1nc(SCC(=O)N2CCN(c3ccccc3)CC2)n[nH]1
  -5.2	-2.6	-1.8	-1.5	-3.7	-1.3	-1.5	-2.0	.	-2.6
[40] O=C(CNC(=O)c1ccco1)N=Nc1c(O)[nH]c2ccc(Br)cc12
  -1.5	-1.7	-2.6	-0.3	-0.2	4.8	0.6	3.7	11.7	-4.6
[41] COc1ccccc1NS(=O)(=O)c1cccc(C(=O)N/N=C/c2c(CO)cnc(C)c2O)c1
  1.6	-12.5	-3.7	-2.1	-7.2	-7.5	-11.8	0.2	-16.6	-5.8
[42] COc1ccc(/C=C2\SC(=N)N(c3ccc(F)cc3)C2=O)cc1
  -5.2	-2.1	-0.8	2.3	-1.6	-3.6	8.1	-0.1	-13.3	-2.4
[43] Cc1cc(C(=O)CN2C(=O)C(=O)N(Cc3ccccc3)C2=O)c(C)n1-c1ccccc1F
  -0.9	5.6	-2.8	0.4	-1.3	1.3	3.2	8.6	0.2	-6.2
[44] O=[N+]([O-])c1ccccc1-n1cnc2ccccc21
  -0.7	-1.7	0.0	1.9	.	-5.1	16.1	-5.9	11.4	-0.3
[45] COc1ccc(C)cc1NC(=O)CN1C(=O)COc2ccc(S(=O)(=O)N3CCCCCC3)cc21
  -3.9	18.1	-2.9	-0.3	0.4	-0.6	-3.1	-4.2	5.3	-4.1
[46] Cc1nc(Nc2cccc(C(C)O)c2)c2nnn(Cc3ccc(F)cc3)c2n1 (centres undefined)
  -5.9	-4.6	-0.8	-0.8	22.9	-1.8	1.3	1.1	-53.5	-0.5
[47] COc1ncccc1-c1nnn(-c2ccc(Cl)c(Cl)c2)n1
  -3.3	4.7	-0.4	-1.3	-2.1	-9.9	-2.1	-1.6	48.7	-17.2
[48] COc1ccc(/C=N/NC(=O)C2c3ccccc3-c3ccccc32)cc1
  0.4	-5.8	-1.3	0.4	-3.8	-4.4	-6.2	-3.2	-7.8	10.9
[49] COc1ccc([N+](=O)[O-])cc1N(CC(=O)Nc1ccccc1C(=O)N1CCOCC1)S(C)(=O)=O
  4.4	-9.4	-1.2	-2.6	1.1	1.6	-7.5	-6.7	31.1	-2.8
[50] CCOCCCNC(=O)C1CCCN1S(=O)(=O)c1ccc(Cl)cc1 (centres undefined)
  -10.3	-3.6	-1.7	0.6	-0.2	1.8	5.4	7.7	-2.1	-21.3
[51] CCOC(=O)c1[nH]c2ccc(F)cc2c1NC(=O)c1cc(OC)c(OC)c(OC)c1
  1.5	0.6	0.5	0.9	-4.0	-0.5	-3.4	-1.1	-71.5	1.8
[52] Cc1ccc(C(=O)N/C(=C\c2cn(C)c3ccccc23)C(=O)OCCN(C)C)cc1
  -1.4	1.6	0.0	-1.9	-2.8	-1.4	-1.5	2.2	7.2	-0.3

Source: PubChem BioAssay (several laboratories)
